Ub-GFP proteasome: inhibits proteasome, raising ubiquitin-GFP reporter fluorescence; Potency, µM (top dose mostly 45.9 µM), for inactives: at the top dose activation (GFP accumulation), actives largely listed as activators; Ubiquitin-GFP reporter cells, proteasome inhibition, GFP fluorescence; response scale: untreated = 0%, 10 µM MG-132 = 100%; 67,000 tested, under 10 active; active = well fitted activation curve with a large enough effect, not every such curve was filed as active; inconclusive = small, poorly fitted or top-dose-only effect, or another doubt; inactive = no such curve, though single readings can be large or run the other way; also: potency is read from the fitted curve at half-maximal effect
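GFP accumulation read-out: laser plate cytometry counting ubiquitin(G76V)-GFP-expressing U2OS cells after 4 hr compound exposure at 37 °C. Titrations spanned 46 uM to 2.9 nM; 0% = basal, 100% = 10 uM MG-132; concentration-response curves fitted.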
DNA Pol III inh: blocks replication by bacterial DNA polymerase III holoenzyme; reconstituted DNA polymerase III holoenzyme replication, biochemical; 71,000 tested, 0.25% active; Potency, µM (series often up to 57.1 µM), inactives show at the top dose activity change, negative = inhibition; also: potency is read from the fitted curve at half-maximal effect; % is scaled to controls: 0 for no effect and ±100 for the full control effect
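Reconstituted *E. coli* holoenzyme (0.35 nM Pol III, 1 nM beta, 154 nM SSB, 2 nM primase) was preincubated with compound for 15 min at RT. Synthesis on 1.4 nM ssM13Gori ran 35 min, then was stopped with PicoGreen/EDTA and read as dsDNA fluorescence.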
Hsp90 Hop PPI: changes Hsp90-Hop TPR2A binding signal, up or down; 71,000 tested, 0.44% active; Potency, µM (top dose mostly 57 µM), inactives show at the top dose activity change, negative = inhibition; AlphaScreen TPR2A-His6 binding biotin-Hsp90 C-terminal peptide; active = well fitted curve in either direction with a large enough effect; inconclusive = small, poorly fitted or top-dose-only effect, or another doubt; also: potency is read from the fitted curve at half-maximal effect; % is scaled to controls: 0 for no effect and ±100 for the full control effect; many of its hits are not listed in these tables
Rhodamine fluor: compound autofluorescence in rhodamine spectral region; Rhodamine-region fluorescence, 547/598 nm, Tris buffer; hits give high values; 59,000 tested, 0.05% active; max dye-equivalent concentration, M; AID 594; in the data active = max dye-equivalent concentration above about 11 nM; inconclusive = between about 1.1 nM and that limit
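Compound fluorescence in 100 mM Tris, pH 8.0, read after 15 min at room temperature with 547 nm excitation and 598 nm emission. Output is dye-equivalent concentration from an on-plate rhodamine standard series.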
ALOX15 inhib: inhibitors of human 15-lipoxygenase (ALOX15) | purified 15hLO-1, xylenol orange hydroperoxide absorbance | 74,000 tested, 1.4% active | Potency, µM (top dose mostly 57.1 µM), inactives show top-dose activity change, negative = inhibition, most hits filed as inhibitors | AID 887 | P16050; also: potency is read from the fitted curve at half-maximal effect; % is scaled to controls: 0 for no effect and ±100 for the full control effect; nearly all actives have a fitted effect of over 55% in size
Target sequence (P16050 whole entry, looked up): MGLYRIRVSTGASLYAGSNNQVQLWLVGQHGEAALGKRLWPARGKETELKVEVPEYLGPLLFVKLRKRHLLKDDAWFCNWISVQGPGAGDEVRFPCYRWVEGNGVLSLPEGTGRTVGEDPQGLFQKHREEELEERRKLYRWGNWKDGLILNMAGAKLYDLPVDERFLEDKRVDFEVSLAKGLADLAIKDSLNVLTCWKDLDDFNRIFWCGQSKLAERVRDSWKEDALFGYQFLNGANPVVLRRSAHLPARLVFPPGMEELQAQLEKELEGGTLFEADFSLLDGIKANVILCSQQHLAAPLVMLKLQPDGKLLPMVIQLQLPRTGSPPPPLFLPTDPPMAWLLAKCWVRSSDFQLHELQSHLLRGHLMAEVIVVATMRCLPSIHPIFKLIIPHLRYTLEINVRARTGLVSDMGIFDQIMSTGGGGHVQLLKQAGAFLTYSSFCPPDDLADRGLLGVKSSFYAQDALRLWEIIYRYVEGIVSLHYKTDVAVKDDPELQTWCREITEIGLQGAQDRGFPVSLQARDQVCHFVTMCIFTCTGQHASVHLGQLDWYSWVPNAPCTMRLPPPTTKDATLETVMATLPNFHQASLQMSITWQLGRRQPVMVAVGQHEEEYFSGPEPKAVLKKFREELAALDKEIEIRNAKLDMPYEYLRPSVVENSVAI
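Readout: Fe(III)-xylenol orange absorbance, 573-to-405 nm ratio as reaction progress. Enzyme 40 nM purified human 15hLO-1, substrate 50 uM arachidonic acid, 6 min RT after 15 min compound preincubation; Hepes pH 7.5 buffer with Triton X-100.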
HBB splice mod: modulators of hemoglobin beta chain splicing; 65,000 tested, 0.06% active; Potency, µM (doses to about 46.1 µM), without a hit: top-dose activation, hits mostly activators; HBB splicing reporter cell assay, activation; EGFP reporter with mutant IVS2-654 intron; response scale: normalised to 500 nM splice-correcting PNA; also: potency is read from the fitted curve at half-maximal effect; 0% is about no effect
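Compounds were applied for 2 days to HeLa EGFP-654 cells, 500/well in Optimem with 2% FCS. The reporter's EGFP is disrupted by mis-splicing of beta-globin intron IVS2-654. Readout: summed well GFP fluorescence from 488 nm laser scanning; reference was 500 nM antisense […] 654 PNA.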
Fluorescein autfl: compound autofluorescence in fluorescein spectral region; Compound autofluorescence, 480/540 nm, fluorescein-equivalent; hits give high values; max fluorescein-equivalent concentration, M; 59,000 tested, 0.91% active; in the data active = max fluorescein-equivalent concentration above about 10 nM; inconclusive = between about 1.1 nM and that limit
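Autofluorescence profiling; 100 mM Tris, pH 8.0; incubation 15 min at RT; ex/em 480/540 nm; result as fluorescein-equivalent concentration.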
TexasRed autofl: compound fluoresces in the Texas Red spectral region | max dye-equivalent concentration, M | Compound fluorescence, Texas Red channel, 547/618 nm; hits give high values | AID 587 | 59,000 tested, 0.06% active; in the data active = max dye-equivalent concentration above about 10 nM; inconclusive = between about 1.1 nM and that limit
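qHTS profiling of intrinsic compound fluorescence; 100 mM Tris pH 8.0; 15 min RT; ex 547 / em 618 nm; response expressed as Texas Red dye-equivalent concentration from six-point plate standard.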
GFP derepression: derepresses silenced GFP locus in mouse C127i cells; 68,000 tested, 0.09% active; Potency, µM (titrated, usually from 46.1 µM), for inactives: at the highest dose GFP derepression (activation); mouse C127i GFP locus derepression, cytometry, 30 h; also: % of control where 0% means no effect
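Locus derepression in mouse mammary C127i cells whose integrated CMV-GFP reporter is normally silent; GFP expression after 30 h compound treatment was quantified by counting fluorescent cells.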
HADH2 inh: blocks human hydroxyacyl-CoA dehydrogenase type II; Q99714; recombinant HADH2, NADH fluorescence, beta-hydroxybutyryl-CoA; Potency, µM (titrated, usually from 57.1 µM), for the others: at the highest dose activity change, negative = inhibition, actives largely listed as inhibitors; 73,000 tested, 3.4% active; AID 886; also: potency is read from the fitted curve at half-maximal effect; % is scaled to controls: 0 for no effect and ±100 for the full control effect; nearly all actives have a fitted effect of over 60% in size; many of its hits are not listed in these tables
Target sequence (Q99714 whole entry, looked up, one chain of several): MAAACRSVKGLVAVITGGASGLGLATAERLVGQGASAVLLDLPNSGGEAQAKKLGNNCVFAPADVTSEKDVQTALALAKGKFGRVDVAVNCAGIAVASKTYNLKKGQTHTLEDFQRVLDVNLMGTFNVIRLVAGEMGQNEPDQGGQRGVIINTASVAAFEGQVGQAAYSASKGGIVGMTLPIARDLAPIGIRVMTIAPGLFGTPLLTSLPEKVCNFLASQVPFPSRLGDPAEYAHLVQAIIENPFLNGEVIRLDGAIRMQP
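Read-out: 360 nm excitation, 450 nm emission, kinetic over 4 min. Conditions: His-tagged human HADH2 20 nM, pH 9.0 Tris with Tween-20, 1 mM NAD+, 90 uM beta-hydroxybutyryl-CoA.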
4-MU autofl: 4-MU region autofluorescence. compound autofluorescence, 340/450 nm, 4-MU equivalents; hits give high values. max dye-equivalent concentration, M. 59,000 tested, 11% active; in the data active = max dye-equivalent concentration above about 10 nM; inconclusive = mostly about 1.1 nM to 9.6 nM
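Compounds in 100 mM Tris, pH 8.0, sat 15 min at room temperature before fluorescence was read at 340 nm excitation/450 nm emission; a per-plate six-point 4-MU standard curve converted signals to dye-equivalent concentration at each compound concentration.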
* = called active by the depositor; i = inactive; ? = inconclusive; . = not tested or not shown; & = joins results of further samples; ! = not active in a repeat; [ ] = another dose, or the depositor's remark. Unless noted, calls follow the shape of the dose curve; as a rule, active = well fitted curve in the direction sought with a large enough effect; inconclusive = small, poorly fitted or top-dose-only effect, or another doubt; inactive = no such curve, though single readings can be large; an effect the other way counts as inactive or inconclusive.

Fields: Ub-GFP proteasome | DNA Pol III inh | Hsp90 Hop PPI | Rhodamine fluor | ALOX15 inhib | HBB splice mod | Fluorescein autfl | TexasRed autofl | GFP derepression | HADH2 inh | 4-MU autofl
- CCCCCCN(C(=O)CCCCCN1C(=O)NC(c2ccc(-c3ccccc3)cc2)C(C(=O)OCc2ccccc2)=C1C)C(C(=O)NCCCC)c1cccc(C(=O)OC)c1 (stereo unspecified)
 : . | -3% | -7% | . | -13% | 0.4% | . | . | . | -10% | .
- COc1ccccc1N1CCN(C(=O)c2ccc(S(=O)(=O)N3CCCC3)cc2)CC1
 : -1% | -1% | 4% | i | 6% | -0.9% | ? | i | -2% | 5% | i
- Cc1cccc(C)c1NC(=O)C[N+](C)(C)C
 : 0%&0% | -4%&-4% | -6%&-6% | i | -10%[25.6 µM] | 1.7% | ? | i | 0%&1% | 3%&-12% | i
- CCOC(=O)C(CC)n1cnc2c(oc3ccccc32)c1=O (stereo unspecified)
 : 0% | -6% | 0% | i | 4% | 2.1%[0.369 µM] | i | i | -3% | -4% | i
- CS(=O)(=O)Nc1cccc(-c2nc(Nc3ccccc3)c3ccccc3n2)c1
 : -2% | 8% | 0% | i | -26% | -0.3% | i | i | 8%[9.22 µM] | -7% | i
- Cn1c(SCc2nnc(-c3ccccc3Br)o2)nc2sc3c(c2c1=O)CCC3
 : -5% | 0% | 0% | i | 0% | 0.0%[57.5 µM] | i | i | 1% | 4% | i
- CCC1(CC)NC(=O)N(CC(=O)Nc2sc3c(c2C(N)=O)CCC3)C1=O
 : -1% | 20µM* | -10% | i | ? | -0.5%[57.5 µM] | i | i | 4% | 25µM* | i
- COc1ccc(C2(O)CCN(C(=O)NC3CCCCC3)CC2)cc1
 : -1% | -8% | -2% | i | 1% | . | i | ? | 2% | -5% | i
- CC(C)c1nnc(NC(=O)CCS(=O)(=O)c2nc(-c3cccs3)cc(C(F)(F)F)n2)s1
 : 5% | 3% | 0% | i | -2% | . | i | i | -3% | 12% | i
- COc1ccccc1Nc1nnc(SCC(=O)N2CCCC2=O)s1
 : 3% | -2% | -1% | i | 4% | 0.6% | i | ? | 1% | 0% | i
- COc1ccc(C(CNC(=O)c2cc(C)oc2C)N2CCOCC2)cc1 (stereo unspecified)
 : -3% | 1% | -2% | i | -8% | -0.2%[57.5 µM] | ? | ? | 0% | 9% | i
- COc1ccc2[nH]c(=O)c(CN(C(=O)c3ccncc3)C(C)C)cc2c1
 : . | -6% | -2% | i | 3% | 1.8%[0.369 µM] | ? | i | 4% | 0% | 1.3e-07M*
- COc1ccc(-c2cn3cccnc3n2)cc1NC(=O)C1CCCC1
 : 0% | 0% | -3% | i | 12% | -4.5% | i | i | 17% | 14% | 1e-07M*
- COc1ccccc1NC(=O)CCc1nc(-c2cccs2)no1
 : -8% | 0% | 6% | i | -2% | -1.7% | i | i | 1% | 2% | i
- CCN(CC)Cc1cc(CC(C(N)=O)C(N)=O)ccc1OC
 : -3% | -11% | -1% | i | ? | 5.8% | ? | i | 0% | -4% | i
- COc1c(O)cccc1-c1nnn(CCC(=O)OCC(=O)c2ccccc2)n1
 : 0% | -4% | 0% | i | -6% | . | ? | i | 2% | 6% | i
- CC(NC(=O)CSc1nc2c(cc1C#N)CN(C)CC2)c1ccccc1 (stereo unspecified)
 : . | . | . | i | . | . | i | ? | 2%[20.6 µM] | . | 2.2e-08M*
- CC(=O)N1CCCc2cc(S(=O)(=O)CCC(=O)N3CCN(c4cccc(C)c4)C(C)C3)ccc21 (stereo unspecified)
 : -6% | 16µM* | -4% | . | 0% | 0.2% | . | . | -2% | 2% | .
- O=C(CCN1CCc2ccccc2C1)Nc1ccc(F)cc1
 : 0% | -9% | -3% | i | -8% | -0.9% | ? | i | -3% | 3% | i
- Cc1nc(N2CCOCC2)c(C#N)c2c1COC(C)(C)C2
 : . | . | . | i | . | . | i | i | -3%[20.6 µM] | . | 1.6e-07M*
- CN(C)c1ncc2nc(-c3ccc(F)cc3)c(=O)n(C[C@H]3CCCO3)c2n1
 : -4% | -4% | -8% | i | -20% | 2.0% | i | i | ? | -8% | 3.4e-08M*
- CC(=O)Nc1cc(C(=O)N2CCOCC2)ccc1S(=O)(=O)c1ccc(C)cc1
 : 3% | -2% | 1% | i | -1% | -0.9% | i | i | -2% | -3% | i
- CC(C)CCOc1ccc(C2(C)NC(=O)N(CN3CCOCC3)C2=O)cc1 (stereo unspecified)
 : 1% | -3% | -3% | i | 9% | . | i | i | 0% | 16% | i
- CC1Oc2ccccc2C=C1C1/C(=C(/O)c2ccccc2)C(=O)C(=O)N1CCCN(C)C (stereo unspecified)
 : -8% | -4% | 1% | . | 10% | -0.4%[9.22 µM] | . | . | 0% | -1% | .
- COC(=O)C1=C(C)NC(=O)NC1c1ccc(OCC(=O)N2CCCCC2)cc1 (stereo unspecified)
 : 3% | -3% | -6% | i | 1% | -1.5% | i | i | -4% | 5% | i
- O=C(c1ccccc1S(=O)(=O)NCc1ccccc1)N1CCCC1
 : -3% | 1% | -3% | . | 16% | 0.4% | . | . | 2% | -1% | .
- CCNc1ncc2nc(CCc3ccccc3)c(=O)n(Cc3ccc(F)cc3)c2n1
 : -5% | 1% | -5% | i | -1% | ? | ? | i | 5%[9.22 µM] | 8% | 6e-08M*
- O=S(=O)(Nc1ccc(O)c(CN2CCCCC2)c1)c1ccccc1
 : 1% | -2% | -2% | i | -29% | . | i | i | 1% | -10% | i
- Cc1nc2ccc(F)cc2cc1C(=O)NCc1ccco1
 : -6% | -6% | -3% | i | 7% | 3.4% | ? | i | 11% | -6% | i
- CCOc1cccc(NC(=O)C2CCCN(S(=O)(=O)c3ccc(OC)cc3)C2)c1 (stereo unspecified)
 : -1% | -6% | 1% | i | -3% | -0.6% | i | i | -2% | 10% | i
- CN(C)c1ccnc(-c2ccccc2C(F)(F)F)n1
 : -4% | -2% | -2% | i | ? | -0.5% | ? | i | 8%[9.22 µM] | ? | i
- O=C(COc1cnc2ccccc2n1)NCCC1=CCCCC1
 : 4% | -1% | -1% | i | ? | 0.1%[57.5 µM] | i | i | 0% | 5% | 2.9e-08M*
- CC(C)Cn1c(N)c(C(=O)CSc2nnnn2-c2ccc(Cl)cc2)c(=O)n(C)c1=O
 : -2% | 3% | -2% | i | 1% | -1.4% | ? | i | 0% | 8% | i
- CSc1ccc2c(c1)[C@H](N1CCN(C)CC1)Cc1ccccc1S2
 : 5% | -3% | -10% | i | 1%[25.6 µM] | -0.9%[20.6 µM] | ? | ? | 0% | -1% | 1.6e-07M*!
- O=C(OCCN1CCCCC1)c1ccc(O)cc1
 : -1%[9.17 µM] | -1%[11.4 µM] | -7%[11 µM] | . | 1%[11.4 µM] | 0.0%[0.0738 µM] | . | . | 0% | -6%[11.4 µM] | .
- CCOC(=O)c1c(NC(=O)OC)sc(C(=O)N(C)C)c1C
 : 6%[9.17 µM] | -5%[11.4 µM] | -3%[11 µM] | . | -3%[11.4 µM] | 0.2%[0.0738 µM] | . | . | -2% | -21%[11.4 µM] | .
- O=C(CSc1nnc(Cc2cccs2)n1Cc1ccco1)Nc1ccc(Cl)cc1Cl
 : -2% | 9% | -1% | i | -16% | 0.3%[57.5 µM] | i | ? | -1% | 12% | i
- O=C(Cn1c(=O)c2c(ncn2Cc2ccccc2)n(Cc2ccccc2)c1=O)NC1CC1
 : -4% | 0% | -4% | i | -3% | -1.5% | ? | i | 1% | 13% | i

Nothing new here: an excerpt of the list.
Fields: Ub-GFP proteasome | DNA Pol III inh | Hsp90 Hop PPI | Rhodamine fluor | ALOX15 inhib | HBB splice mod | Fluorescein autfl | TexasRed autofl | GFP derepression | HADH2 inh | 4-MU autofl
- CN(C)c1ccnc(-c2ccccc2C(F)(F)F)n1
 : -4% | -2% | -2% | i | ? | -0.5% | ? | i | 8%[9.22 µM] | ? | i
- O=C(COc1cnc2ccccc2n1)NCCC1=CCCCC1
 : 4% | -1% | -1% | i | ? | 0.1%[57.5 µM] | i | i | 0% | 5% | 2.9e-08M*
- CC(C)Cn1c(N)c(C(=O)CSc2nnnn2-c2ccc(Cl)cc2)c(=O)n(C)c1=O
 : -2% | 3% | -2% | i | 1% | -1.4% | ? | i | 0% | 8% | i
- CSc1ccc2c(c1)[C@H](N1CCN(C)CC1)Cc1ccccc1S2
 : 5% | -3% | -10% | i | 1%[25.6 µM] | -0.9%[20.6 µM] | ? | ? | 0% | -1% | 1.6e-07M*!

Assay outcomes from PubChem.

This is a subset; rates above refer to the full screens.
